From PubChem
KB-V1 MDR tox = kills drug-selected multidrug resistant KB-V1 cells | Potency, µM (series often up to 46.1 µM), without a hit: at the top dose activity change, negative = cytotoxicity, actives largely listed as cytotoxic | AID 1347076 | KB-V1 MDR cells viability, CellTiter-Glo, 72 h | 400,000 compounds, 3.4% hits; note: % is set by controls: 0 for no effect and ±100 for the full control effect; nearly all actives have a fitted effect of over 60% in size
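Drug-selected KB-V1 cells, grown in DMEM lacking phenol red with 10% FBS, receive compound titrations; after three days at 37 degrees C, surviving cell ATP is quantified by CellTiter-Glo luminescence and responses normalized and curve-fitted.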
HT1080 IDH1KD tx = HT-1080 IDH1 knockdown cell toxicity (counter line) | 360,000 compounds, 2% hits | Potency, µM (titrated, usually from 46.1 µM), without a hit: top-dose activity, negative = toxicity, usual class: cytotoxic | HT-1080 IDH1 knockdown viability, ATP luminescence, 48 h | AID 686971;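 note: 0% = DMSO wells and -100% = cell-free medium wells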
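IDH1KD HT-1080 cells, 750/well, RPMI + 5% FBS; compound pinned after 2 h settling; 48 h, 37 °C; CellTiter-Glo luminescence; % activity normalised to DMSO and no-cell wells; curves fitted, classed by r2 and efficacy.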
HEK293 tox = cytotoxic in the GLP-1 receptor inverse agonist counter-screen; HEK293 cAMP-luciferase reporter cells, luminescence, 24 h; Potency, µM (doses to about 38.3 µM), for inactives: at the highest dose activity change, negative = inhibition, most hits filed as inhibitors; 410,000 compounds, 0.13% hits; AID 624418;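 note: loss of luciferase light is scored as toxicity; % is set by controls: 0 for no effect and ±100 for the full control effect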
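Compound-treated cells are incubated 24 hr at 37 deg C under 5% CO2 after a 12 hour attachment period, then luciferase detection reagent is added and luminescence is measured following 12 min at room temperature; lowered signal indicates toxicity.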
GLP-1R inv ag = GLP-1 receptor (human) inverse agonism; P43220; Potency, µM (doses to about 38.3 µM), for inactives: top-dose activity change, negative = inhibition, most hits filed as inhibitors; HEK293 GLP-1R CRE-luciferase, luminescence, 24 h; GLP-1R form is constitutively active; 410,000 compounds, 1.6% hits; note: % is set by controls: 0 for no effect and ±100 for the full control effect; nearly all actives have a fitted effect of over 55% in size
Target sequence (P43220 whole entry, looked up): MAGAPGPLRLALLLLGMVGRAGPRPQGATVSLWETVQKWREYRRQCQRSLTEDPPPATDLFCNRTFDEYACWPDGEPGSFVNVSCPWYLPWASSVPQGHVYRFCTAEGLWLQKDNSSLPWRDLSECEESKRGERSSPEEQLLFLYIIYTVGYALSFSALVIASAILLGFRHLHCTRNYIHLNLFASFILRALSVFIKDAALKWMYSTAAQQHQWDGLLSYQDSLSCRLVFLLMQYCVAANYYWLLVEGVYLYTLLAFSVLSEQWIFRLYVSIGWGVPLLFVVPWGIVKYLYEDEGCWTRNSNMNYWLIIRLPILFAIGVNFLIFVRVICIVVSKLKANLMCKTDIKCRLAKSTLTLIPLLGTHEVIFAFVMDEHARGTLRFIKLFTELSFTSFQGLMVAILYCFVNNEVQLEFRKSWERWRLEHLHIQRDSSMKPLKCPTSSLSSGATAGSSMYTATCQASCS
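Constitutively active GLP-1R drives a cAMP-responsive luciferase in stably transfected HEK293 cells; test compounds are added after overnight (12 h) attachment and left 24 hr, and signal loss in luminescence marks inhibition.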
TDP43 rescue = inhibitors of TDP-43 toxicity in yeast. TDP-43 expressing yeast growth rescue, BacTiter-Glo, 24 h. Potency, µM (top dose mostly 46.1 µM), without a hit: at the top dose growth rescue (activation), actives largely listed as activators. 410,000 compounds, 1.8% hits; note: % of control where 0% means no effect; nearly all actives have a fitted effect of over 50% in size
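In this qHTS, compounds that restore growth of yeast expressing TDP-43 appear as activators. Cells (OD600=0.02, galactose medium, raffinose-pregrown) are incubated with compound 24 hr at 30 deg C and growth is quantified by BacTiter-Glo.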
SW480 rerep = induces DNA re-replication in SW480 colon adenocarcinoma cells. SW480 DNA re-replication, Hoechst DNA content imaging, 48 h. Potency, µM (doses to about 46.1 µM), inactives show at the highest dose re-replication activation, usual class: activators. 340,000 compounds, 1.8% hits; note: % of control where 0% means no effect; nearly all actives have a fitted effect of over 55% in size
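Hoechst fluorescence of nuclei (405 nm excitation, 500-530 nm emission) measured by plate-scanning imager after 48 hr compound exposure at 37 C; re-replication scored as increased number of nuclei with elevated intensity.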
HT1080NT lethal = kills 2HG-producing HT-1080-NT fibrosarcoma cells. HT-1080-NT fibrosarcoma viability, CellTiter-Glo ATP luminescence, 48 h. Potency, µM (doses to about 46.1 µM), inactives show top-dose activity, negative = less viability, usual class: cytotoxic. 360,000 compounds, 1.6% hits. AID 686970;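 note: NT is the 2HG producing partner of a matched IDH1 knockdown line; 0% = DMSO-treated cells and -100% = media-only wells without cells; nearly all actives have a fitted effect of over 55% in size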
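750 cells/well, RPMI + 5% FBS; 2 h settle, compound pin-transfer, 48 h at 37 degrees C. CellTiter-Glo 10 min RT, luminescence. Normalized to DMSO and media-only wells.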
KB-3-1 tox = kills parental KB-3-1 adenocarcinoma cells; KB-3-1 viability, CellTiter-Glo ATP luminescence, 72 h; Potency, µM (series often up to 46.1 µM), for inactives: at the highest dose activity change, negative = cytotoxic, actives largely listed as cytotoxic; 400,000 compounds, 1.4% hits; AID 1347075; note: % is set by controls: 0 for no effect and ±100 for the full control effect; nearly all actives have a fitted effect of over 60% in size
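Using CellTiter-Glo luminescence, growth of non-resistant KB-3-1 adenocarcinoma cells is assessed 72 h after pin-tool compound addition at 37 °C. Normalized responses across the concentration series yield fitted curves.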
GLP1R ag = activates the human GLP-1 receptor; P43220; HEK293 GLP-1R CRE-luciferase, luminescence, 4-6 h; cells express a hypersensitive GLP-1R form; Potency, µM (titrated, usually from 45.6 µM), without a hit: top-dose activation, hits mostly activators; 380,000 compounds, 0.007% hits; note: % of control where 0% means no effect
Numbers without * were called inactive; ? = inconclusive; / = no result given; [ ] = another dose, or the depositor's remark. Calls come from the whole dose curve; as a rule, active = well fitted curve in the direction sought with a large enough effect; inconclusive = small, poorly fitted or top-dose-only effect, or another doubt; inactive = no such curve, though single readings can be large; an effect the other way counts as inactive or inconclusive. Potency is the fitted concentration of half-maximal effect. The order is random (roughly 9.4% active in at least one column).

SMILES	KB-V1 MDR tox	HT1080 IDH1KD tx	HEK293 tox	GLP-1R inv ag	TDP43 rescue	SW480 rerep	HT1080NT lethal	KB-3-1 tox	GLP1R ag
C/C(=N/NS(=O)(=O)c1ccc(F)cc1)c1ccc(NC(=O)c2ccc(C)o2)cc1	8%	1%	-2%	1%	20%	-2%	3%	1%	17%
CC(=O)N1CCN(S(=O)(=O)c2cccc(C(=O)NCCc3ccc(Cl)cc3)c2)CC1	-18%	4%	-1%	-4%	8%	1%	3%	-6%	12%
Cc1onc(-c2c(F)cccc2Cl)c1C(=O)c1ccc(F)cc1	0%	9%	-5%	?	13µM*	-2%	11%	-4%	7%
Cc1ccc(S(=O)(=O)N2CCCCC2CCNC(=O)C(=O)NC2CCCC2)cc1 (configuration not stated)	?	-17%	3%	?	-8%	?	-7%	3%	-3%
COc1ccc(NC(=O)C2CCCN(c3ncnc4c3nc3n4CCCCC3)C2)c(OC)c1 (configuration not stated)	-13%	/	-1%	5%	11%	/	/	-18%	/
Cn1c(CNC(=O)CCNC(=O)c2cccc(Br)c2)cc(=O)n(C)c1=O	-15%	-13%	-4%	1%	-6%	-26%	2%	0%	6%
Cc1ccccc1NC(=O)C1c2cccc[n+]2CC(=O)N1c1c(C)cccc1C (configuration not stated)	6%	2%	-7%	-12%	13%	12%	4%	0%	-7%
O=C(O)COc1ccccc1O	-11%	2%	7%	0%	14%	-1%	3%	-4%	1%
CCN(CC)CCCn1c2c(c(SCC(=O)Nc3cccc(C(C)=O)c3)nc1=O)CCC2	1%	-7%	-1%	?	13%	2%	-3%	1%	1%
CC[C@@H](Nc1ncnc2c1oc1ccccc12)C(=O)O	?	23%	7%	-10%	3%	-2%	15%	-1%	0%
O=C(C[C@H]1C/C=C\C[C@H](NC(=O)OCC2c3ccccc3-c3ccccc32)C(=O)OC[C@@H]2CCCN2C1=O)N[C@H](CO)Cc1ccccc1	?	4%	8%	5%	-8%	1%	8%	2%	11%
COC(=O)c1ccccc1NC(=O)c1cnc(Nc2ccc(OC)cc2)c2ccccc12	13%	/	1%	-17%	14%	/	/	12%	10%
Cc1ccc(C)c(N2CCN(C(=O)CCc3nc(-c4ccccc4)no3)CC2)c1	-5%	-1%	2%	-12%	29%	2%	3%	-1%	10%
CC[C@]12c3[nH]c4ccc(OC)cc4c3CCN1C(=O)C(CC(=O)NCCC1=CCCCC1)C[C@@H]2C(=O)N1CCN(C(=O)C2CC2)CC1 (some centres not stated)	-3%	-1%	0%	11%	2%	13%	13%	7%	5%
O=C(NC1CCCC1)c1cc(-c2ccc(F)cc2)on1	-6%	-10%	-3%	-21%	16%	-1%	-3%	-15%	17%

Whole records, quoted from the list:
Listed for `COc1ccc(NC(=O)C2CCCN(c3ncnc4c3nc3n4CCCCC3)C2)c(OC)c1` (configuration not stated) : KB-V1 MDR tox: -13%; HT1080 IDH1KD tx: /; HEK293 tox: -1%; GLP-1R inv ag: 5%; TDP43 rescue: 11%; SW480 rerep: /; HT1080NT lethal: /; KB-3-1 tox: -18%; GLP1R ag: /
Listed for `CC[C@@H](Nc1ncnc2c1oc1ccccc12)C(=O)O` : KB-V1 MDR tox: ?; HT1080 IDH1KD tx: 23%; HEK293 tox: 7%; GLP-1R inv ag: -10%; TDP43 rescue: 3%; SW480 rerep: -2%; HT1080NT lethal: 15%; KB-3-1 tox: -1%; GLP1R ag: 0%

The listing continues.
SMILES	KB-V1 MDR tox	HT1080 IDH1KD tx	HEK293 tox	GLP-1R inv ag	TDP43 rescue	SW480 rerep	HT1080NT lethal	KB-3-1 tox	GLP1R ag
NC(=O)C(CCC(=O)c1ccc(Br)cc1)S(=O)(=O)c1ccccc1 (configuration not stated)	0%	10%	-4%	2%	-10%	1%	8%	16%	-5%
CC1Sc2ccc(S(=O)(=O)CCC(=O)NCc3ccccc3)cc2NC1=O (configuration not stated)	5%	-1%	-8%	-16%	-3%	-9%	-9%	-10%	-4%
Clc1ccc(-c2n[nH]c3c2CCCC3)cc1	-2%	-3%	9%	-26%	16%	?	18%	8%	11%
COc1ccc(OC)c(Nc2nc(NCCCN(C)C)nc(N)c2[N+](=O)[O-])c1	-1%	16µM*	?	?	-13%	?	-14%	19%	17%
NNc1ccc2c(C(F)(F)F)cc(C(F)(F)F)nc2n1	-26%	2%	-17%	27%	-10%[9.22 µM]	11%	1%	?	12%
CC1CCCCN1S(=O)(=O)c1cc2c3c(c1)CC(=O)N3CCC2 (configuration not stated)	17%	/	-5%	-9%	9%	/	/	7%	/
CCn1cc(C(=O)NCCC(C)C)c(=O)c2cc(S(=O)(=O)N(C)C3CCCCC3)ccc21	-13%	/	2%	7%	18%	/	/	11%	0%
Cc1cccc(-c2n[nH]c(=S)n2Cc2ccccc2)c1	11%	-3%	-19%	?	?	-5%	0%	-1%	5%
Cc1ccc(C)c(N2CCN(S(=O)(=O)c3cccc4cccnc34)CC2)c1	?	0%	4%	10µM*	?	2%	4%	-14%	15%
COc1ccc(/C=C(/C#N)c2nc(-c3ccc(-c4ccccc4)cc3)cs2)cc1OC	0%	/	25%	9%	11%	/	/	4%	/
CCc1nc2ccc(C(=O)N(CC)CCN(C)C)cn2c1N(C=O)CCC(C)C	-2%	29%	2%	-12%	12%	/	8%	0%	4%
CC(=O)Nc1ccc(NC(=O)C(C)OC(=O)COc2ccc(Nc3ccccc3)cc2)cc1 (configuration not stated)	-1%	5%	?	0%	8%	-2%	2%	6%	8%
C=CCN(C(=O)Nc1ccc2c(c1)nc(C)n2C)c1ccccc1	0%	-3%	-17%	3%	-8%	6%	0%	2%	1%
COc1ccc(NC(=S)NC(NC(=O)CCl)C(Cl)(Cl)Cl)c([N+](=O)[O-])c1 (configuration not stated)	3%	-14%	-26%	?	3%	?	-20%	-1%	-8%
COC(=O)c1ccccc1NC(=S)NC(=O)COc1ccccc1	5%	-3%	6%	12%	13%	4%	-4%	3%	6%
CC1CCN(C(=O)CCCNC(=O)Cn2cnc3sc4c(c3c2=O)CCCC4)CC1	-11%	8%	-15%	1%	-1%	-4%	7%	0%	-9%
O=C(OCCN1CCN(C2=NS(=O)(=O)c3ccccc32)CC1)c1cccc(Br)c1	-18%	-10%	4%	2%	3%	-29%	-1%	10%	17%
O=C(Nc1cccnc1)Nc1ccccn1	0%	5%	21%	37%[activator]	-3%	2%	12%	?	2%
Cc1cc(C)cc(Cn2c3ccc(NC(=S)NCc4ccccc4F)cc3c(=O)n2C)c1	2%	?	-14%	?	?	/	-25%	0%	-4%
O=C(Nc1ccccc1)c1nc2ccccc2s1	?	?	2%	?	-5%[0.397 µM]	1%	?	?	5%
Cc1ccccc1OCC(=O)OCC(=O)Nc1cc(C(F)(F)F)ccc1N1CCOCC1	-2%	0%	8%	12%	13%	?	1%	14%	0%
O=C(NC(Cc1ccccc1)C(=O)O)/C(=C\c1ccco1)NC(=O)c1ccco1 (configuration not stated)	3%	11%	10%	7%	-18%	-3%	6%	-5%	0%
COc1ccc(CN2C3CCC2CC(NC(=O)c2cc(OC)c(OC)c(OC)c2)C3)cc1 (configuration not stated)	2%	7%	-12%	-4%	17%	-37%	11%	15%	-6%
CCN1CCN(CCCN(Cc2ccco2)C(=S)Nc2ccccc2Cl)CC1	?	16%	1%	-27%	5%	3%	13%	?	-1%
CC(C)c1ccc(C(=O)N2CCCC(c3cc(C(=O)Nc4ccccc4Cl)no3)C2)cc1 (configuration not stated)	?	1%	-3%	7%	-3%	/	22%	18µM*	3%
CCN(CC)S(=O)(=O)c1ccc(NS(=O)(=O)c2ccc3oc(=O)[nH]c3c2)cc1	18%	-18%	-11%	18%	-13%	-6%	2%	?	4%
COc1ccccc1OCC(=O)NCC1CCCN(C(=O)c2ccccc2SC)C1 (configuration not stated)	-8%	8%	-12%	-6%	?	8%	10%	24%	0%
Cc1ccc(S(=O)(=O)N2CCN(Cc3csc(C)n3)CC2)cc1	/	12%	-5%	17%	8%	-11%	-2%	/	-14%
CCN(CC)C(=O)Cn1cc(SCC(=O)Nc2ccc(C)cc2)c2ccccc21	-18%	/	-3%	2%	-1%	/	/	-20%	/
CCOC(=O)C1=C(COC(=O)CNS(=O)(=O)c2c(F)cc(F)cc2Br)NC(=O)NC1C (configuration not stated)	-9%	8%	-23%	16%	16%	4%	4%	6%	0%

Taken from above:
HEK293 tox, CCOC(=O)C1=C(COC(=O)CNS(=O)(=O)c2c(F)cc(F)cc2Br)NC(=O)NC1C (configuration not stated) = -23%
SW480 rerep, CCN1CCN(CCCN(Cc2ccco2)C(=S)Nc2ccccc2Cl)CC1 = 3%

Carrying on.
SMILES	KB-V1 MDR tox	HT1080 IDH1KD tx	HEK293 tox	GLP-1R inv ag	TDP43 rescue	SW480 rerep	HT1080NT lethal	KB-3-1 tox	GLP1R ag
COc1ccc(Cl)cc1NC(=O)[C@@]1(CC(=O)O)CC(/C=C/c2ccccc2)=NO1	-2%	-5%	12%	7%	4%	1%	1%	13%	-1%
COc1ccc(C2CC(c3cc(OC)ccc3OC)n3nnnc3N2)cc1 (configuration not stated)	-1%	-2%	-8%	20%	11%	-3%	-12%	1%	2%
Cc1ccc(S(=O)(=O)N2CCC(C(=O)N3CCCCCCC3)CC2)cc1C	?	-17%	-16%	?	?	/	0%	-6%	14%
CCc1nc(SCC(=O)Nc2nnc(C(C)C)s2)n[nH]1	13%	20%	-6%	13%	-2%	-6%	11%	3%	9%
O=C(Cn1c(=O)n(Cc2ccc(F)cc2)c(=O)c2ccccc21)NCC1CCCO1 (configuration not stated)	-9%	0%	-6%	1%	-17%	-14%	2%	1%	4%
CN(Cc1ccc(N(C)C)cc1)C(=O)c1cc2ccccc2o1	?	-18%	3%	-4%	19%	0%	-4%	-9%	13%
Cc1cccc(CSc2nnc(Cn3c(=O)sc4ccccc43)n2C)c1	-15%	-4%	-9%	-18%	27%	1%	-2%	-3%	-7%
Cc1ccc(-c2[nH]nc3c2C(c2ccc(OC(=O)N4CCOCC4)cc2)C(C#N)=C(N)O3)cc1 (configuration not stated)	3%	1%	3%	0%	-27%	1%	0%	26%	-12%
